BAZ2B inh: blocks human BAZ2B | AlphaScreen BAZ2B-H3K14Ac peptide displacement | AID 504333 | hit rate 4.4% among 360,000 | Q9UIF8 | Potency, µM (doses to about 114 µM), for inactives: at the highest dose activity change, negative = inhibition, usual class: inhibitors; further: on the % scale 0 is the no-effect control and ±100 the full control effect; nearly all actives have a fitted effect of over 60% in size
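AlphaScreen luminescence quantifies BAZ2B engagement of H3K14Ac peptide; the protein and biotinylated peptide are both at 50 nM final, buffer PBS pH 7.4 with 0.01% Tween-20, all steps at room temperature.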
G9a inh: blocks human histone lysine methyltransferase G9a; Q96KQ7; G9a H3K9 monomethylation, AlphaScreen, 2 h; Potency, µM (doses to about 102 µM), for inactives: top-dose activity, negative = inhibition, most hits filed as inhibitors; hit rate 8.8% among 350,000; further: on the % scale 0 is the no-effect control and ±100 the full control effect; nearly all actives have a fitted effect of over 75% in size
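G9a (20 nM) was preincubated 15 min with compound, then reacted 2 h at room temperature with 500 nM biotin-H3K9 peptide and 20 µM SAM. Monomethyl-H3K9 detected by AlphaScreen using anti-H3K9me1 antibody.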
APE1 inh: blocks human APE1 abasic DNA cleavage | recombinant APE1, TAMRA/BHQ-2 abasic DNA cleavage fluorescence | hit rate 0.35% among 350,000 | Potency, µM (highest dose often 65.8 µM), inactives show top-dose activity change, negative = inhibition, usual class: inhibitors | P27695;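 further: plate controls were vehicle for no effect and reference inhibitor for full effect; nearly all actives have a fitted effect of over 55% in size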
Target sequence (P27695 whole entry, looked up): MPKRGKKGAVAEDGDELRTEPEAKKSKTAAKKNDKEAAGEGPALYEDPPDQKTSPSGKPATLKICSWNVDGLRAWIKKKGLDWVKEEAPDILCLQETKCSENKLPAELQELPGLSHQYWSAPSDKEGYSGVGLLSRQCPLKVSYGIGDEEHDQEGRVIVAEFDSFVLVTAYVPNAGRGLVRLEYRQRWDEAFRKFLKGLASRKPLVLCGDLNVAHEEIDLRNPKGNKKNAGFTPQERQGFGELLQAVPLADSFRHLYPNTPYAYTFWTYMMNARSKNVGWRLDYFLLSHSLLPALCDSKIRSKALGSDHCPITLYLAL
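Readout is kinetic fluorescence (ex 525, em 598 nm) from cleavage of 50 nM TAMRA/BHQ-2 THF abasic duplex by 0.75 nM APE1, compound added 15 min beforehand at RT.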
Apoferritin bind: candidate novel general anesthetic via apoferritin binding | apoferritin/1-aminoanthracene competitive binding, fluorescence | Potency, µM (titrated, usually from 77.5 µM), inactives show top-dose activity change, negative = displacement, actives largely listed as inhibitors | P02791 | hit rate 0.074% among 350,000 | AID 485281; further: on the % scale 0 is the no-effect control and ±100 the full control effect; nearly all actives have a fitted effect of over 20% in size
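In PBS, apoferritin at 10 uM is loaded with 1-AMA from a 50% saturated solution. After 10 min of compound exposure at ambient temperature, reduced 535 nm fluorescence indicates probe displacement.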
POLB inh: blocks human DNA polymerase beta activity; Pol beta primer extension/strand displacement, fluorescence kinetic; Potency, µM (titrated, usually from 114 µM), without a hit: at the top dose activity change, negative = inhibition, hits mostly inhibitors; hit rate 1.3% among 340,000; AID 485314; further: on the % scale 0 is the no-effect control and ±100 the full control effect
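Enzyme-only controls used 10 nM Pol beta; buffer lacking enzyme served as negative control. Compound preincubated 15 min, then 50 nM substrate added; 0 and 10 min reads at room temperature.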
POLI inh: blocks human DNA polymerase iota activity; Potency, µM (highest dose often 115 µM), inactives show at the highest dose activity, negative = inhibition, usual class: inhibitors; hit rate 1% among 390,000; Q9UNA4; Pol iota fluorescent replication assay, 10 min
Target sequence (Q9UNA4 whole entry, looked up): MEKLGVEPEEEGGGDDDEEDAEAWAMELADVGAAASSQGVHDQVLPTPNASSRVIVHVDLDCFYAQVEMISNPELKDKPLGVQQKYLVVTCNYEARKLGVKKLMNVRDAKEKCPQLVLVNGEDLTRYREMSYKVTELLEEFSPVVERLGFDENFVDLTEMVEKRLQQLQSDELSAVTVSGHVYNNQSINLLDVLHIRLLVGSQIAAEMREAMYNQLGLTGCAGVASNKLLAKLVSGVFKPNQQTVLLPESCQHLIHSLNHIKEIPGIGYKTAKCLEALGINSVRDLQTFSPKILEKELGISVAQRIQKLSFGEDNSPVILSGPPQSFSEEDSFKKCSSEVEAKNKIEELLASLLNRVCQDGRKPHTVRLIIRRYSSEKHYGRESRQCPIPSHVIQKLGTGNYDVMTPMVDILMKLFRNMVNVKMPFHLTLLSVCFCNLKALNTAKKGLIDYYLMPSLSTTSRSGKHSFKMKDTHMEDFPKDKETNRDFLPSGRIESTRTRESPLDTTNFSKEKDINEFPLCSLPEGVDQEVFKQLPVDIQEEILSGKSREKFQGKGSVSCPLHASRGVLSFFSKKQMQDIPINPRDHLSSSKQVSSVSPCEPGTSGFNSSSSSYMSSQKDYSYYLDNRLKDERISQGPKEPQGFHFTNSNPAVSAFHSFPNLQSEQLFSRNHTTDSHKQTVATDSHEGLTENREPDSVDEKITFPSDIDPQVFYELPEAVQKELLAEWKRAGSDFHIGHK
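Pol iota at 10 nM preincubated 15 min with compounds at room temperature; reaction started with fluorescent substrate, 50 nM final. Fluorescence read kinetically at 0 and 10 min; buffer-only wells as negative control.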
Pol kappa inh: blocks human DNA polymerase kappa activity; Q9UBT6; purified Pol kappa, fluorescent DNA synthesis assay, 10 min; Potency, µM (titrated, usually from 107 µM), without a hit: at the top dose activity, negative = inhibition, actives largely listed as inhibitors; hit rate 0.53% among 400,000; further: on the % scale 0 is the no-effect control and ±100 the full control effect
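Readout: fluorescence, taken kinetically at 0 and 10 min. Conditions: 10 nM Pol kappa, 15 min RT compound preincubation, 50 nM substrate final. Controls: enzyme-free buffer wells.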
BLM inh: inhibitors of human Bloom syndrome helicase BLM | P54132 | recombinant BLM DNA unwinding, fluorescence dequenching | Potency, µM (series often up to 56.1 µM), without a hit: at the top dose activity change, negative = inhibition, most hits filed as inhibitors | hit rate 0.2% among 350,000 | AID 2528;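 further: plate controls were vehicle for no effect and no enzyme for full effect; nearly all actives have a fitted effect of over 35% in size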
POLH inh: DNA polymerase eta (human) inhibition; Q9Y253; recombinant Pol eta, fluorescent DNA replication assay; Potency, µM (series often up to 114 µM), without a hit: at the top dose activity change, negative = inhibition, most hits filed as inhibitors; hit rate 1.2% among 390,000; further: on the % scale 0 is the no-effect control and ±100 the full control effect
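Fluorescent replication assay: 50 nM final substrate added after a 15 min room-temperature compound preincubation with 10 nM enzyme. Signal taken at 0 min and again at 10 min.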
* marks the source's active call; other numbers are inactive results; ? = inconclusive; / = no result given; [ ] = remark or other dose. The call rests on the fitted dose curve; in most records, active means well fitted curve in the direction sought with a large enough effect; inconclusive means small, poorly fitted or top-dose-only effect, or another doubt; inactive means no such curve, though single readings can be large; an effect the other way counts as inactive or inconclusive. Potency means the concentration at half of the fitted maximal effect. These rows are one share of the data. The share of hits here may be higher or lower than overall.

BAZ2B inh	G9a inh	APE1 inh	Apoferritin bind	POLB inh	POLI inh	Pol kappa inh	BLM inh	POLH inh	smiles
1.7%	-1.3%[59 µM]	/	-13.2%	30.2%	11.7%	-5.3%	-2.5%	-12.8%	CC1=C(C(=O)NCc2cccc(F)c2)C2(CCCCCC2)OC1=O
-13.6%	/	12.3%	-18.3%	59.6%	21.3%	-18.7%	3.2%	-3.5%	Cc1ccc(C(=O)CSc2nnc(-c3ccco3)n2C)cc1
-2.4%	17.6%[59 µM]	4.1%	-0.9%	?	147.1%[activator]	3.3%	2.4%	-8.3%	COc1ccc2nc(NC3=NC(c4ccccc4)CC(=O)N3)nc(C)c2c1 (centres undefined)
5.2%	9.4%[12.7 µM]	7.3%	1.8%	?	?	-2.7%	-7.0%	-0.9%	CCOC(=O)c1c(NC(=O)c2nn(CC)cc2Br)c(C#N)cn1-c1ccccc1
-1.6%	3.9%	?	0.5%	10.7%	36.3%	6.9%	-0.6%	-5.6%	Cc1ccnn1CC(=O)N/N=C/c1cn[nH]c1-c1ccc(F)cc1
-3.9%	12.1%	25.6%	-4.9%	46.6%	42.1%[activator]	-4.0%	-4.8%	-25.5%	Cc1ccc(NC(=O)CN(C)C(=O)COC(=O)CCS(=O)(=O)c2ccc(C)cc2)cc1
?	/	-1.2%	-5.2%	10.8%	?	-12.7%	-9.6%	32.9%[activator]	O=C(CC1CS(=O)(=O)CC1CC(=O)Nc1ccc2c(c1)OCCO2)Nc1ccc2c(c1)OCCO2 (centres undefined)
-0.6%	4.2%[59 µM]	-3.4%	9.6%	26.5%	25.5%	-9.1%	-0.9%	-0.3%	Cc1cc(C)n2nc(-c3sccc3-n3c(C)ccc3C)cc2n1
9.7%	1.3%	4.4%	/	/	17.8%	-13.0%	/	-8.8%	O=C(COc1ccc(Br)cc1Br)NC1CCS(=O)(=O)C1 (centres undefined)
9.2%	?	12.0%	0.6%	17.0%	4.4%	-0.5%	-2.0%	-14.1%	COc1ccc2[nH]c(=O)c(CN(C(=O)c3ccncc3)C(C)(C)C)cc2c1

3 compounds already listed, arranged by their value in Pol kappa inh, falling.
BAZ2B inh	G9a inh	APE1 inh	Apoferritin bind	POLB inh	POLI inh	Pol kappa inh	BLM inh	POLH inh	smiles
-1.6%	3.9%	?	0.5%	10.7%	36.3%	6.9%	-0.6%	-5.6%	Cc1ccnn1CC(=O)N/N=C/c1cn[nH]c1-c1ccc(F)cc1
-2.4%	17.6%[59 µM]	4.1%	-0.9%	?	147.1%[activator]	3.3%	2.4%	-8.3%	COc1ccc2nc(NC3=NC(c4ccccc4)CC(=O)N3)nc(C)c2c1 (centres undefined)
9.2%	?	12.0%	0.6%	17.0%	4.4%	-0.5%	-2.0%	-14.1%	COc1ccc2[nH]c(=O)c(CN(C(=O)c3ccncc3)C(C)(C)C)cc2c1

The list continues:
BAZ2B inh	G9a inh	APE1 inh	Apoferritin bind	POLB inh	POLI inh	Pol kappa inh	BLM inh	POLH inh	smiles
-16.1%	10.3%	-0.4%	-2.6%	3.4%	184.2%[activator]	-4.8%	-5.2%	-20.1%	Cc1ccc(C2=NN(C(=O)COc3ncnc4ccccc34)C(c3ccco3)C2)cc1 (centres undefined)
-2.5%	-15.2%[59 µM]	0.7%	?	22.6%	-9.9%	-7.5%	-4.0%	-7.7%	O=C(Nc1cccc(C(F)(F)F)c1)c1ccc2nc(N3C(=O)CCC3=O)sc2c1
-15.8%	-19.7%[12.7 µM]	0.6%	/	/	1.6%	-5.1%	/	-24.9%	CC(C)(C)c1ccc(C(=O)NCCC(=O)Nc2cc(Cl)ccc2N2CCOCC2)cc1
6.2%	-23.0%[59 µM]	-0.4%	-4.9%	1.1%	13.1%	0.1%	-0.5%	-1.1%	O=C(NC1CCCCC1)C1CCN(c2nccs2)CC1
/	-1.6%	-2.7%	?	-0.6%	8.7%	-5.8%	0.8%	-14.3%	O=C1COc2ccc(C(=O)COC(=O)C3CC(O)CN3S(=O)(=O)c3ccc(Cl)cc3)cc2N1 (centres undefined)
?	22.3%[59 µM]	8.8%	4.5%	27.8%	?	-0.6%	-0.1%	1.2%	COc1ccc(/C=C/C2=NC(=C\N(C)C)/C(=O)O2)cc1
?	0.0%	8.7%	-8.2%	13.3%	37.2%[activator]	-2.6%	-4.6%	-5.8%	CC1CCCC(C)N1CCCNC(=O)Cn1ncc2c([nH]c3ccccc32)c1=O (centres undefined)
-7.8%	?	-0.8%	-1.4%	?	50.9%[activator]	-16.5%	-10.0%	8.0%	Cc1nc(NC(=O)Nc2ccc(Cl)cc2)sc1C
-0.8%	-0.8%[12.7 µM]	-1.8%	-5.9%	-0.6%	1.2%	-10.6%	2.3%	-13.1%	O=C(c1ccccc1)c1nnc(-c2ccncc2)o1
?	/	-2.5%	-0.9%	-3.4%	26.3%	-2.0%	-0.7%	-17.3%	COC(=O)C(CC(=O)c1ccc(Br)cc1)n1nc(C)cc1C (centres undefined)

New compounds follow
BAZ2B inh	G9a inh	APE1 inh	Apoferritin bind	POLB inh	POLI inh	Pol kappa inh	BLM inh	POLH inh	smiles
-26.5%	-48.2%[59 µM]	10.9%	16.4%	-8.7%	10.9%	-5.2%	-3.2%	-13.6%	COc1ccc(CCNC(=O)CSc2nc(N)c3c(C)c(C)oc3n2)cc1OC
-2.2%	0.6%[59 µM]	/	-12.4%	7.0%	6.8%	-2.5%	-10.6%	4.4%	CCn1c(=O)cc(SCC(=O)NCCc2cc(OC)ccc2OC)c2ccccc21
3.4%	20.1%[59 µM]	3.3%	-1.7%	85.4%	/	/	-0.2%	/	O=C(NNC(=O)C1C2CCC(C2)C1C(=O)O)c1ccc(Br)o1 (centres undefined)
3.8%	5.8%[59 µM]	11.7%	-20.5%	31.9%	19.7%	-2.7%	-13.9%	-0.8%	CCOC(=O)c1sc2nc(CC(=O)OC)nc(N3CCN(c4ccccn4)CC3)c2c1C
-32.0%	?	2.3%	-18.8%	-3.7%	?	-15.0%	-10.8%	?	CCC(=O)Nc1cccc(C(=O)/C=C/c2ccc(F)cc2)c1
-12.7%	0.4%[12.7 µM]	-6.2%	-21.6%	-14.5%	98.2%[activator]	-9.1%	-11.3%	-5.5%	CCCCn1c(=O)c(CCC(=O)OCC(=O)NC(C)c2ccccc2)nc2ccccc21 (centres undefined)
-3.6%	25.0%	8.9%	-5.1%	-5.2%	35.1%[activator]	3.5%	-7.6%	-5.8%	COC(=O)c1ccc(CNC(=O)c2cc(COc3cncc(Cl)c3)on2)cc1
1.7%	-3.3%	-2.2%	?	13.1%	-8.4%	-20.3%	-2.7%	4.4%	O=C(CCl)Nc1ccc(Oc2cnc3ccccc3n2)cc1
-34.4%	?	/	-22.9%	-25.6%	-6.5%	-6.4%	-4.6%	-1.1%	CCOc1ccc(CNC(=O)CCCn2c(=O)c3cccn3c3ccccc32)cc1
1.4%[57.1 µM]	5.6%[59 µM]	/	-2.8%	-11.0%	-0.6%	-5.4%	-0.6%	18.7%	Cc1cccc(NC(=O)CSc2nc3c(sc4ccccc43)c(=O)n2CCCC(=O)NC2CCCC2)c1

Next records follow.
BAZ2B inh	G9a inh	APE1 inh	Apoferritin bind	POLB inh	POLI inh	Pol kappa inh	BLM inh	POLH inh	smiles
-2.9%	7.0%	0.8%	-9.8%	0.7%	15.6%	1.7%	-8.7%	-8.8%	C/C(=N\NC(=O)c1csc(C)c1C)c1ccc(C)s1
/	-3.2%[59 µM]	1.8%	-9.2%	4.0%	10.8%	-9.9%	-1.3%	12.0%	COC(=O)c1cccc(NC(=O)CSc2nnnn2C)c1
2.7%	23.8%[12.7 µM]	8.0%	/	/	19.8%	-5.9%	/	-25.2%	Cc1cc(Cl)ccc1OCC(=O)Nc1cccc(S(=O)(=O)N2CCCC2)c1
/	2.7%[59 µM]	/	-6.1%	-0.1%	19.6%	-9.3%	-8.0%	?	Cc1ccc(N(CC(=O)Nc2ccc(C)c(F)c2)S(=O)(=O)c2c(C)n[nH]c2C)cc1
-5.8%	42.6%	10.9%	-7.3%	-1.8%	31.8%[activator]	-3.6%	-2.0%	-23.3%	CCOc1ccc(NC(=O)NNC(=O)C(C)Oc2ccccc2OC)cc1 (centres undefined)
-0.4%	-28.9%	4.1%	-23.5%	-0.2%	54.7%[activator]	-3.0%	-9.1%	-9.6%	Cc1cc(C(=O)N/N=C/C=C/c2ccccc2[N+](=O)[O-])c(C)o1
1.0%	-22.6%[59 µM]	5.6%	-8.7%	-11.2%	19.6%	-8.2%	-10.3%	-10.8%	CN1CCN(C(=O)c2cccc(COc3cc(Cl)ccc3Cl)c2)CC1
/	-1.1%[0.501 µM]	-5.0%	/	/	/	-6.1%[60.1 µM]	1.8%	/	COc1ccc(Oc2ncc3nc(C)c(=O)n(-c4ccccc4)c3n2)cc1
-2.0%	4.2%[59 µM]	-5.6%	-15.1%	1.1%	15.7%	-5.6%	0.2%	-8.7%	CN(Cc1cccs1)C(=O)COc1cccc(-n2cnnn2)c1
?	?	/	-2.5%	14.7%	-3.6%	-4.3%	-6.2%	-6.1%	Cc1ccccc1-c1nc(CS(=O)(=O)CC(=O)N2CCN(c3ccccc3)CC2)c(C)o1

Remaining list, next part:
BAZ2B inh	G9a inh	APE1 inh	Apoferritin bind	POLB inh	POLI inh	Pol kappa inh	BLM inh	POLH inh	smiles
-0.6%	17.6%	0.4%	-7.2%	36.0%	?	?	0.2%	-16.9%	CCOc1ccc(S(=O)(=O)N2CCCC(C(=O)NCc3cccnc3)C2)cc1 (centres undefined)
2.0%	0.9%[59 µM]	/	-11.9%	6.3%	41.4%[activator]	-2.6%[60.1 µM]	2.7%	-15.5%	CCOc1ccccc1CNS(=O)(=O)c1ccc2[nH]c(=O)ccc2c1
4.7%	-13.3%	57.1%[activator]	?	1.8%	2.5%	-14.8%	-2.2%	-14.9%	CC(C)OCCCNC(=O)COc1ccc2oc3c(c2c1)CCCC3
-2.5%	18.6%	3.6%	-2.9%	0.3%	108.1%[activator]	-13.0%	-0.5%	-0.8%	O=C(c1cc2ccccc2oc1=O)N1CCCCCCC1
-14.2%	-37.1%	-2.4%	-3.5%	17.5%	53.5%[activator]	-0.4%	0.4%	-19.6%	CC1(C)OC(=O)C(=NNc2ccc(C(=O)O)cc2)C(=O)O1

Screens from PubChem.
